# Compound activity deposited in PubChem BioAssay by National Center for Advancing Translational Sciences (NCATS).
# AmpC inh no detg = qHTS Inhibitors of AmpC Beta-Lactamase (assay without detergent); P00811; AmpC nitrocefin hydrolysis, absorbance 480 nm, 0.0001% Triton; Potency, µM (titrated, usually from 57.1 µM), inactives show at the highest dose activity change, negative = inhibition, actives largely listed as inhibitors; 330,000 compounds, 0.52% hits;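 note: potency is the fitted concentration of half-maximal effect; plate controls were no compound for no effect and no enzyme for full effect; nearly all actives have a fitted effect of over 20% in size; some results filed as inactive show a strong effect at the top dose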
# Target sequence (P00811 whole entry, looked up): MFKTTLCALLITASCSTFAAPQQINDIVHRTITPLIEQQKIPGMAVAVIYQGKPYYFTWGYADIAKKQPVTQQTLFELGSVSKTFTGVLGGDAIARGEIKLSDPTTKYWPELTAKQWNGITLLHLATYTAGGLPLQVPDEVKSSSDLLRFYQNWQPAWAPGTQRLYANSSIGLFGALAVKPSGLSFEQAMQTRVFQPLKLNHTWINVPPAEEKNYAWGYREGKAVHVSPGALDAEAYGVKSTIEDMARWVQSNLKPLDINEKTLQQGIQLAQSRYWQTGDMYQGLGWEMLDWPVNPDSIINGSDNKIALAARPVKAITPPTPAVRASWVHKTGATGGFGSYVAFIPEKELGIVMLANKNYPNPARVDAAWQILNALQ
#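 AmpC (5.3 nM in the dispensed reagent) in 20 mM phosphate pH 7.0 with 0.01% (detergent screen) or 0.0001% Triton X-100 was preincubated with compounds for 15 min at room temperature. Nitrocefin was then added from an 800 uM solution, and hydrolysis was followed at 480 nm.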
# LmPK inhibitor = qHTS Assay for Inhibitors of Leishmania Mexicana Pyruvate Kinase (LmPK); 290,000 compounds, 0.37% hits; Potency, µM (highest dose often 57.5 µM), for the others: at the highest dose activity change, negative = inhibition, most hits filed as inhibitors; purified LmPK, Kinase-Glo ATP luminescence, 1 h; Q27686; note: potency is the fitted concentration of half-maximal effect
# Target sequence (Q27686 whole entry, looked up): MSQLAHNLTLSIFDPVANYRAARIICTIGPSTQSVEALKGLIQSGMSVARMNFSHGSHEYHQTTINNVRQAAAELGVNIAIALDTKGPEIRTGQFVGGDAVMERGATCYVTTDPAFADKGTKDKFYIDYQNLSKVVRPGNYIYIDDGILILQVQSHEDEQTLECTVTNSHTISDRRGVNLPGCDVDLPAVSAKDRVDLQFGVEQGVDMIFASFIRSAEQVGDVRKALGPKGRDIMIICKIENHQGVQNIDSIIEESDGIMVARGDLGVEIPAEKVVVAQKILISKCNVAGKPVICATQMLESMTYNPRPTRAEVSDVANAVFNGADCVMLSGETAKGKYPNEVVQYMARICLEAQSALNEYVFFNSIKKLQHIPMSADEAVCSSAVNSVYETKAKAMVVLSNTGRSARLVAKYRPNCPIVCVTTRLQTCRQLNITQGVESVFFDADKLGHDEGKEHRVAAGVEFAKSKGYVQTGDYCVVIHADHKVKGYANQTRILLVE
#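 Purified LmPK (0.1 nM) with 0.5 mM PEP and 0.1 mM ADP in imidazole buffer pH 7.2 with MgCl2/KCl, 1 h at room temperature. ATP formed was read by luciferase luminescence and normalized to no-enzyme and uninhibited controls.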
# HCMV antiviral = qHTS Assay for inhibitors of the human cytomegalovirus (HCMV) | 410,000 compounds, 4.5% hits | activity change, negative = inhibition, % at 57.5 µM | HFF cells, HCMV-luciferase reporter, 72 h; stronger effect = lower value; in the data active = activity change below about -60%; inconclusive = no clear call, values can overlap the other calls; inactive = above about -39%
#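 Inhibition of viral replication was scored as loss of reporter luminescence in HFFs infected with HCMV-luciferase (MOI 1 PFU/cell) for 72 h; compounds tested at 2 doses, normalized to buffer and Salinomycin controls.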
# AMA1 RON2 block = qHTS for Inhibitors of AMA1-RON; Towards Development of Antimalarial Drug Lead: Primary Screen; AlphaScreen AMA1-biotinylated RON2 peptide binding; Plasmodium falciparum AMA1 (3D7) - RON2 peptide interaction; AID 720542, 2013; 360,000 compounds, 0.2% hits; Potency, µM (highest dose often 58.2 µM), without a hit: at the highest dose activity change, negative = inhibition, most hits filed as inhibitors;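 note: potency is the fitted concentration of half-maximal effect; 0% = vehicle wells and -100% = peptide control; nearly all actives have a fitted effect of over 45% in size; some results filed as inactive show a strong effect at the top dose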
#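 AMA1 (3D7) with his tag at 25 nM final met compounds first, then biotinylated RON2 peptide at 25 nM; detection used donor plus acceptor beads, 10 µg/mL apiece, read by AlphaScreen after 30 min at room temperature.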
# TbPYK inhibitor = qHTS of Trypanosoma Brucei Inhibitors. TbPYK enzyme, Kinase-Glo Plus ATP luminescence, 45 min. Potency, µM (doses to about 76.8 µM), inactives show top-dose activity, negative = inhibition, hits mostly inhibitors. 410,000 compounds, 0.12% hits; note: potency is the fitted concentration of half-maximal effect; nearly all actives have a fitted effect of over 50% in size
#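 TbPYK + substrate in 50 mM TEA pH 7.2, 100 mM KCl, 10 mM MgCl2, 0.05% BSA, 0.01% Tween-20; cpd pinned; ADP 130 uM final; 45 min RT; Kinase-Glo Plus 10 min; luminescence endpoint.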
# Sm TGR inh = qHTS Assay for the Inhibitors of Schistosoma Mansoni Peroxiredoxins. AID 485364, 2010. 360,000 compounds, 3% hits. purified TGR, DTNB reduction, TNB absorbance 405 nm. Schistosoma mansoni thioredoxin glutathione reductase (TGR), Q962Y6. Potency, µM (top dose mostly 114 µM), inactives show at the top dose activity change, negative = inhibition, actives largely listed as inhibitors; note: potency is the fitted concentration of half-maximal effect; nearly all actives have a fitted effect of over 60% in size
#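 First, TGR (20 nM dispensed) and NADPH were mixed with compound. Second, a 15 min room-temperature incubation followed. Third, further NADPH and then DTNB were added to start the reaction. Finally, TNB absorbance was monitored kinetically.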
# AmpC inh detg = qHTS Inhibitors of AmpC Beta-Lactamase (assay with detergent); P00811; AmpC hydrolysis of nitrocefin, absorbance 480 nm, 0.01% Triton; Potency, µM (highest dose often 114 µM), for inactives: at the top dose activity change, negative = inhibition, most hits filed as inhibitors; 370,000 compounds, 0.041% hits; AID 485294, 2010;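 note: potency is the fitted concentration of half-maximal effect; 0% = no-compound wells and -100% = no-enzyme wells; nearly all actives have a fitted effect of over 25% in size; some results filed as inactive show a strong effect at the top dose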
#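 AmpC (5.3 nM in the dispensed reagent) in 20 mM phosphate pH 7.0 with 0.01% (detergent screen) or 0.0001% Triton X-100 was preincubated with compounds for 15 min at room temperature. Nitrocefin was then added from an 800 uM solution, and hydrolysis was followed at 480 nm.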
# * hit, by the source's call; u = inconclusive; x = no result given; [ ] = another dose, or the depositor's remark. Unless noted, calls come from the whole dose curve; as a rule, active = well fitted curve in the direction sought with a large enough effect; inconclusive = small, poorly fitted or top-dose-only effect, or another doubt; inactive = no such curve, though single readings can be large; an effect the other way counts as inactive or inconclusive. Unless noted, % is set by controls: 0 for no effect and ±100 for the full control effect.
item | SMILES | AmpC inh no detg | LmPK inhibitor | HCMV antiviral | AMA1 RON2 block
1 | CC1N(C(=O)N2CCOCC2)CCN1S(=O)(=O)c1cccc(C(F)(F)F)c1 (stereo not drawn) | 3% | 5% | u | 15%
2 | COc1ccc(Cn2nnnc2C(CC(C)C)N2CCN(c3ccccc3)CC2)cc1 (stereo not drawn) | -1% | 4% | -12 | -15%
3 | O=C(NC1CCC(O)CC1)c1ccc(NS(=O)(=O)c2cccc([N+](=O)[O-])c2)cc1 (stereo not drawn) | -10% | x | 13 | 55%[activator]
4 | COC1C(O)C(C)OC(OC2CCC3(C=O)C(CCC4C3CCC3(C)C(C5=CC(=O)OC5)CCC43O)C2)C1O (stereo not drawn) | x | x | -106* | -2%
5 | CS(=O)(=O)N(CC(=O)NCCc1ccccc1)c1cc(C(F)(F)F)ccc1Cl | x | x | 5 | x
6 | O=C(NCc1ccccc1)C1CCCN1C(=O)Nc1ccccc1[N+](=O)[O-] (stereo not drawn) | -10% | 5% | 19 | 2%
7 | Cc1cc(CN(C)Cc2cn(C)nc2-c2ccc(Oc3ccccc3)cc2)on1 | 137%[activator] | -5% | -24 | -6%
8 | O=C(CCC(=O)Nc1cc(C(F)(F)F)ccc1Cl)N/N=C\c1cc([N+](=O)[O-])ccc1O | -37% | 13% | 23 | 39%[activator]
9 | Cn1c(N)c(C(=O)COC(=O)c2cccs2)c(=O)n(C)c1=O | -6% | -1% | 1 | 8%
10 | Cc1nnc(NC(=O)C2C3C=CC(O3)C2C(=O)O)s1 (stereo not drawn) | 2% | 4% | x | x

item | TbPYK inhibitor | Sm TGR inh | AmpC inh detg
1 | -2% | 0% | 1%
2 | -9% | 1% | -6%
3 | -13% | 2% | -4%
4 | 4% | x | x
5 | -6% | 6% | 7%
6 | 0% | -12% | -12%
7 | 2% | -6% | -3%
8 | 0% | 7% | -10%
9 | -8% | -2% | -2%
10 | x | u | u

# Just LmPK inhibitor, HCMV antiviral and Sm TGR inh, for some of the entries so far:
nr	Compound	LmPK inhibitor	HCMV antiviral	Sm TGR inh
6	O=C(NCc1ccccc1)C1CCCN1C(=O)Nc1ccccc1[N+](=O)[O-] (stereo not drawn)	5%	19	-12%
8	O=C(CCC(=O)Nc1cc(C(F)(F)F)ccc1Cl)N/N=C\c1cc([N+](=O)[O-])ccc1O	13%	23	7%
5	CS(=O)(=O)N(CC(=O)NCCc1ccccc1)c1cc(C(F)(F)F)ccc1Cl	x	5	6%
7	Cc1cc(CN(C)Cc2cn(C)nc2-c2ccc(Oc3ccccc3)cc2)on1	-5%	-24	-6%

# Other structures
item | SMILES | AmpC inh no detg | LmPK inhibitor | HCMV antiviral | AMA1 RON2 block
11 | O=C1N(c2ccccc2C(F)(F)F)O[C@]1(c1ccccc1)C1CCCC1 | -26% | x | -2 | 42%[activator]
12 | CCOC(=O)C1=C(C)NC(=S)NC1c1cc(C)sc1C (stereo not drawn) | -52% | -2% | -1 | 35%[activator]
13 | COc1ccc(N(CC(=O)NCc2ccccn2)S(=O)(=O)c2ccccc2[N+](=O)[O-])c(OC)c1 | 31% | -1% | -17 | -5%
14 | Cc1ccc(C2/C(=C(/O)c3ccccc3)C(=O)C(=O)N2CCN2CCOCC2)o1 (stereo not drawn) | -10% | -2% | 11 | 1%
15 | CCN(C(=O)C1CCN(c2nc(-c3ccc(OC)cc3)no2)CC1)c1ccc(OC)cc1 | 176%[activator] | -2% | -73* | -17%
16 | O=C(CCCN1C(=O)c2ccccc2C1=O)Nc1ccc(Br)cn1 | -25% | -8% | -13 | 4%
17 | CCOC(=O)c1ccc(NC(=O)COc2ccc(-n3cnnn3)cc2)cc1 | -6% | 3% | -11 | -29%
18 | O=C(Nc1cccc(S(=O)(=O)N2CCOCC2)c1)c1cccc(S(=O)(=O)N2CCCC2)c1 | -28% | x | -12 | 4%
19 | CCc1cc2c(=O)n(Cc3ccco3)c(SCC(=O)N3CCCc4ccccc43)nc2s1 | -13% | -2% | 18 | -18%
20 | CN(C(=O)CSc1nc(-c2cccs2)nc2ccccc12)C1CCS(=O)(=O)C1 (stereo not drawn) | -26% | x | -6 | -6%

item | TbPYK inhibitor | Sm TGR inh | AmpC inh detg
11 | -3% | 2% | 5%
12 | -2% | 21% | -4%
13 | 1% | x | 8%
14 | -12% | 45µM* | 4%
15 | -10% | 8% | -13%
16 | 1% | -11% | 0%
17 | -9% | -1% | -7%
18 | 1% | -12% | u
19 | -10% | 25µM* | -11%
20 | 1% | x | x

# Part of the list above, tab-delimited.
entry	mol	AmpC inh no detg	LmPK inhibitor	HCMV antiviral	AMA1 RON2 block	TbPYK inhibitor	Sm TGR inh	AmpC inh detg
18	O=C(Nc1cccc(S(=O)(=O)N2CCOCC2)c1)c1cccc(S(=O)(=O)N2CCCC2)c1	-28%	x	-12	4%	1%	-12%	u
19	CCc1cc2c(=O)n(Cc3ccco3)c(SCC(=O)N3CCCc4ccccc43)nc2s1	-13%	-2%	18	-18%	-10%	25µM*	-11%
20	CN(C(=O)CSc1nc(-c2cccs2)nc2ccccc12)C1CCS(=O)(=O)C1 (stereo not drawn)	-26%	x	-6	-6%	1%	x	x

# Other structures.
item | SMILES | AmpC inh no detg | LmPK inhibitor | HCMV antiviral | AMA1 RON2 block
21 | c1ccc(SCc2cc(-c3ccccc3)no2)cc1 | -15%[2.29 µM] | -3% | 17 | 39%[activator]
22 | CC(C)CN(C(=O)CN1C(=O)NC2(CCc3ccccc32)C1=O)C1CCS(=O)(=O)C1 (stereo not drawn) | -8% | x | -7 | 12%
23 | COc1cc(NC(=O)C2CCN(S(=O)(=O)c3c(C)noc3/C=C/c3cccs3)CC2)cc(OC)c1 | x | x | -4 | x
24 | COc1cc(NC(=O)Cn2c(=O)nc(-c3ccccc3F)c3cc(Cl)ccc32)cc(OC)c1 | x | x | -17 | x
25 | CC[C@]1(C(=O)OC)[C@H]2C(=O)N(Cc3ccccc3)C(=O)[C@H]2[C@H]2CN(C)C(=NC)N21 | -33% | x | x | -1%
26 | Cn1cc([N+](=O)[O-])c(C(=O)Nc2cnn(Cc3ccc(F)cc3)c2)n1 | -27% | -1% | -17 | -2%
27 | O=C(O)c1cccc(Cn2c(Cl)c(/C=N/NC(=O)c3ccccc3O)sc2=O)c1 | -37% | -1% | -21 | 26%
28 | O=C(Cc1csc(-c2ccc(Cl)cc2)n1)Nc1cccc(S(=O)(=O)NC2=NCCC2)c1 | -4% | x | u | 2%
29 | CC(C)(C)c1ccc(C(=O)NCC(=O)N2CCC3(CC2)NCCc2[nH]cnc23)cc1 | -1% | -2% | -18 | -8%
30 | CSc1ccccc1NC(=O)C1CCN(S(C)(=O)=O)CC1 | -19% | 2% | -26 | 5%

item | TbPYK inhibitor | Sm TGR inh | AmpC inh detg
21 | 8% | -8% | -11%
22 | 0% | -6% | -3%
23 | 1% | 18% | 0%
24 | 6% | -8% | 0%
25 | -1% | x | x
26 | -8% | -1% | -11%
27 | -3% | 40µM* | 7%
28 | -23% | 0% | u
29 | -8% | -34% | -6%
30 | 0% | u | u

# Continued:
item | SMILES | AmpC inh no detg | LmPK inhibitor | HCMV antiviral | AMA1 RON2 block
31 | CCOc1ccc(C(=O)Nc2cccc(-c3nc4cccnc4s3)c2C)cc1OCC | x | x | 10 | x
32 | CCOc1cc(C(=O)N(C)c2ccccc2)cc(OCC)c1OCC | 36% | -9% | -34 | 3%
33 | CCOc1ccc(NC(=O)CSc2nc3c([nH]c4ccccc43)c(=O)n2-c2cc(C)cc(C)c2)cc1 | x | x | 19 | x
34 | CCCCCCCC(=O)NNC(=O)c1ccc([N+](=O)[O-])cc1 | -8% | 3% | 2 | 46%[activator]
35 | O=C(NNC(=O)c1ccccn1)c1ccc(OC(F)F)cc1 | -19% | x | u | 80%[activator]
36 | Cc1ccccc1NCC(=O)N/N=C/c1c(C)c(C(=O)c2ccc(Cl)cc2)n2ccccc12 | u | 1% | -7 | 7%
37 | CCC(=O)N1CCCC1(C)C(=O)Nc1ccc(C)c(C)c1 (stereo not drawn) | x | x | 0 | -3%
38 | Cc1ccc(NC(=O)CSC2=C(C#N)C(c3ccco3)C3=C(CC(C)(C)CC3=O)N2)cc1 (stereo not drawn) | u | 4% | u | 1%
39 | COc1ccc(S(=O)(=O)N2CCCC2)cc1Br | -12% | 3% | 14 | -4%
40 | Cc1ccccc1C1CCCN(Cc2nc(CC3CC3)no2)C1 (stereo not drawn) | 2% | 2% | -8 | -23%

item | TbPYK inhibitor | Sm TGR inh | AmpC inh detg
31 | -1% | -5% | 19%
32 | -8% | 3% | u
33 | 1% | -22% | 6%
34 | 0% | 14% | -1%
35 | -6% | x | x
36 | -5% | -14% | -15%
37 | -2% | x | x
38 | 6% | -23% | 1%
39 | 5% | 1% | 0%
40 | -7% | -5% | 0%

# Following part.
item | SMILES | AmpC inh no detg | LmPK inhibitor | HCMV antiviral | AMA1 RON2 block
41 | COc1ccc(C)cc1Nc1nc2c(S(=O)(=O)c3cccc(Cl)c3)nnn2c2ccsc12 | x | x | -14 | x
42 | CC[C@@H](C)C(C(=O)N1CCN(C(=O)OC(C)(C)C)CC1)n1cc(-c2cn([C@@H](C)C(=O)N3CCN(C(=O)OC(C)(C)C)CC3)nn2)nn1 (stereo partly drawn) | 159%[activator] | 1% | -8 | 0%
43 | COC(=O)CNc1n[nH]c(=S)[nH]c1=O | -16% | -1% | 29 | 21%
44 | COc1ccc(S(=O)(=O)N2CCC3(CC2)OCCN3S(=O)(=O)c2c(C)cc(C)cc2C)cc1 | -21% | x | u | -25%
45 | CCn1ncc(CN2CCCC(C(=O)Nc3cccc(-c4cc5ccccc5[nH]4)c3)C2)c1C (stereo not drawn) | 169%[activator] | 8% | u | -12%

item | TbPYK inhibitor | Sm TGR inh | AmpC inh detg
41 | 2% | -9% | -7%
42 | 0% | -20% | -5%
43 | -1% | -14% | -11%
44 | -6% | 6% | 4%
45 | 3% | 8% | -7%
